# DSG3 Ab inh: blocks pemphigus antibody binding to human desmoglein-3 | P32926 | binding (percent of control), % at 10 µM | DSG3-coupled beads, scFv-anti-DSG3-GFP binding, flow cytometry; hits give low values | 310,000 tested, 0.48% active;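 active = binding more than 3 SD below its plate's average and above zero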;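 note: hits lower antibody fragment binding to DSG3; some compounds called inactive have numbers as strong as hits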
# Mot1-301 SUMO: blocks SUMOylation pathway, rescuing yeast Mot1-301 growth; AID 2716; growth rescue, % at 18.8 µM; S. cerevisiae Mot1-301 growth rescue, ATP luminescence, 38.5C; percent above DMSO median, 100 means doubled; 320,000 tested, 1% active;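 active = every valid replicate shows activation above 250% relative to neutral control wells; inactive = the rest, any valid replicate at or below 250%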;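 note: OY570 slx delta 5 strain wells were the positive control but not used for scaling; some compounds called inactive have numbers as strong as hits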
# Arrestin-AP2 inh: blocks beta-arrestin peptide binding to AP2 adaptin; FITC-arrestin peptide / GST-AP2 beads, flow cytometry; AP2 beta2 appendage carries R879A mutation; inhibition, % at 10 µM; 340,000 tested, 0.31% active; AID 504490;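 active = inhibition above a set limit, near 3 SD of compounds lacking own fluorescence, cut at about 54% in these data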;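 note: plate controls were DMSO wells for no effect and 5 µM unlabelled arrestin peptide for full effect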
#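 Test system: GST-tagged AP2 beta2-adaptin appendage (R879A) on 4 µm glutathione beads; also added: fluorescein-tagged arrestin peptide at 50 nM final; timing: 12 min plus 1 h, RT; signal: flow cytometry, FL1 (488/535 nm); read-out: percent drop in bead-associated FITC signal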
# AddAB inh: less growth of phage-infected E. coli with AddAB. inhibition, % at 11.9 µM. AID 435030. E. coli expressing H. pylori AddAB, absorbance growth. 330,000 tested, 0.29% active; in the data active = inhibition above about 12%;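 note: 0% = vehicle wells of infected cells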
# phage Ecoli inh: E. coli growth loss with phage present; 360,000 tested, 0.26% active; growth absorbance; inhibition, % at 11.9 µM; in the data active = inhibition above about 11%
# PfHsp90 yeast 2: growth inhibition of yeast expressing Plasmodium Hsp90; S. cerevisiae expressing PfHsp90, BacTiter-Glo ATP, 48 h; yeast lacking PDR1 and PDR3 efflux regulators; inhibition, % at 9.4 µM; 310,000 tested, 0.32% active;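 active = every replicate shows inhibition above about 80%, whatever the replicate mean, limit read from the data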;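 note: 0% = DMSO neutral controls and 100% = 20 µM radicicol positive controls; yeast relying on Plasmodium falciparum Hsp90 in place of its own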
# E coli growth: reduces bacterial viability in AddAB counter-screen; 330,000 tested, 0.27% active; inhibition, % at 11.9 µM; AID 449728; E. coli V3065 growth, OD600 absorbance, 18 h;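 active = inhibition above the campaign's mean inhibition across all tested compounds plus 3 SD, cut at about 9.9% in these data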;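 note: uninfected addAB+ strain grown without phage in ampicillin broth; 0% = DMSO wells and 100% = ciprofloxacin 0.95 µg/ml wells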
# MOR-DOR ag: agonists of human mu-delta opioid receptor heterodimerization; 340,000 tested, 0.3% active; cells, OPRM1-OPRD1 heterodimerization, luminescence; P35372+P41143; activation, % at 9.3 µM; in the data active = activation above about 18%;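 note: 0% = vehicle-treated cells and 100% = reference agonist; values of inactives mirror those of a sister screen read the other way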
# Target sequence (P35372 whole entry, looked up): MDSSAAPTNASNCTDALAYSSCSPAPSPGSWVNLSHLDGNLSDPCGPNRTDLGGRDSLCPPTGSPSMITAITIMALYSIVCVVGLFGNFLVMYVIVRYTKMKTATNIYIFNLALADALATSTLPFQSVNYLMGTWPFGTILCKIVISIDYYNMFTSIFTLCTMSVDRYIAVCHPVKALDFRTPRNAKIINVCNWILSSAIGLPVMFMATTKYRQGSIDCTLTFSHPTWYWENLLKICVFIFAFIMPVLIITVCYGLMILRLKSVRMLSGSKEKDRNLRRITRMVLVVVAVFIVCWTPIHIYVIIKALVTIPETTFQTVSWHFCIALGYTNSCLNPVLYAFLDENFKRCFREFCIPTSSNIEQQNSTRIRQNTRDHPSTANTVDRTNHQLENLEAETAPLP
# Target sequence (P41143 whole entry, looked up): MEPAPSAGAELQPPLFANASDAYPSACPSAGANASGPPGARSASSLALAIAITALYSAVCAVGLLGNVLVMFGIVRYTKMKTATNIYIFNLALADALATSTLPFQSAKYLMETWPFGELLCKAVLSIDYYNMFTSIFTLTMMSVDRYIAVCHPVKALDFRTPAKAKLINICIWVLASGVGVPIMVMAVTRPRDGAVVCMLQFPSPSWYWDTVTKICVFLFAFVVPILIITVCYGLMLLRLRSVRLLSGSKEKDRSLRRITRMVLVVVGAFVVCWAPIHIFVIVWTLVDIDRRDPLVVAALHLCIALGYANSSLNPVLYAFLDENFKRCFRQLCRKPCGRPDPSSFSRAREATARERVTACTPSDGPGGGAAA
# OPRM1-OPRD1 inv: mu-delta opioid heterodimer inverse agonism | P35372+P41143 | cell-based MOR-DOR heterodimer luminescence | inhibition, % at 9.3 µM | 340,000 tested, 0.21% active | AID 504357; in the data active = inhibition above about 22%, passing the limit was not always enough;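 note: 0% = cells with DMSO and 100% = wells without cells with DMSO; values of inactives mirror those of a sister screen read the other way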
# PKA-R1A activ: activators of PKA-R1A complex; P00514+P68181; PKA-R1A dissociation, Cy5-IP20 fluorescence polarization; scaled: DMSO 0%, 113 µM cGMP 100%; activation, % at 11.4 µM; 340,000 tested, 0.083% active; AID 504707;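 active = percent activation above the mean of all tested compounds plus 3 SD, cut at about 19% in these data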;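 note: higher means more PKAc released from R1A so a rise in polarization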
# Tat export inh: blocks Tat-dependent protein export in E. coli; E. coli MC4100 TorA-mCherry Tat export, fluorescence; 340,000 tested, 0.036% active; AID 488895; inhibition, % at 10 µM;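 active = mean replicate inhibition at least 50% and at least half of replicates individually reaching 50%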;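 note: exported cargo escapes ClpAP degradation while cytoplasmic cargo is degraded and loses fluorescence; 0% = median of neutral control wells and 100% = median of NaSCN control wells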
# * = called active by the depositor; nt = no result given.
Structure	DSG3 Ab inh	Mot1-301 SUMO	Arrestin-AP2 inh	AddAB inh	phage Ecoli inh	PfHsp90 yeast 2	E coli growth	MOR-DOR ag	OPRM1-OPRD1 inv	PKA-R1A activ	Tat export inh
Cc1cc(C(F)F)n2ncc(C(=O)NCc3ccccc3C(F)(F)F)c2n1	106	-10	0	-1.2	1.4	-1	-0.8	-1.7	9	-4	4
CCCOP(=O)(c1ccc(N(C)C)cc1)C(O)c1ccc(Br)cc1 (centres undefined)	91	-2	-1	0.6	0.9	-2	-2.0	-3.1	17	0	-5
CC1(C)OC(=O)C(=CNC(=O)c2c(F)cccc2F)C(=O)O1	100	-22	12	2.4	2.8	1	3.6	-2.1	11	5	0
CN(C1CC(C)(C)NC(C)(C)C1)S(=O)(=O)CC12CCC(CC1=O)C2(C)C (centres undefined)	92	9	-3	2.4	1.8	-17	-0.8	-3.2	17	0	2
COc1ccc(C(=O)NCC(C)(C)CNC(=O)c2ccc(OC)cc2)cc1	nt	-10	24	-0.2	0.5	-4	-2.1	-2.2	11	-2	2
Cc1cccc(C2=NC(C(F)(F)F)(C(F)(F)F)c3c(n(-c4ccc(F)cc4)c(=O)[nH]c3=O)N2)c1	103	-13	-5	3.4	2.5	-25	1.9	-0.8	5	-6	-5
COc1cc(S(=O)(=O)Nc2ccc3c(c2)C(=O)N(C)C3=O)ccc1NC(C)=O	123	-6	-13	0.5	1.8	9	-2.3	-2.9	15	3	6
COc1ccc(-n2cc(-c3ccc(OC(F)F)cc3)[n+]3c2CCCCC3)cc1	101	-12	-7	3.4	4.6	5	-3.6	1.9	-14	5	1
COc1ccc(-c2nc(N)ncc2Oc2ccccc2Br)c(O)c1	nt	11	18	0.5	1.6	-18	-0.6	1.2	-5	-6	1
Cc1ccc(Cl)cc1N1CCN(S(=O)(=O)c2ccc3c(c2)CC(=O)N3C)CC1	98	-23	15	2.5	2.1	-6	-0.8	-0.7	3	3	8
COc1cccc(N(C(=O)c2cnccn2)C(C(=O)NC2CCCCC2)c2ccc(Cl)cc2)c1 (centres undefined)	nt	2	0	0.9	1.8	-6	1.4	-0.2	1	3	-9
COc1ccc(S(=O)(=O)Nc2c(C)n(C)n(-c3ccccc3)c2=O)c(Cl)c1Cl	119	6	11	0.7	0.2	0	1.8	-6.3	31*	-4	6
NC(=O)c1nsc(C(=O)N(c2ccccc2)C(C(=O)NC2CCCC2)c2cccs2)c1N (centres undefined)	nt	15	10	3.8	-0.1	14	1.8	4.4	-28	-8	-10
CCCCCN(C(=O)CCC(=O)OCC(=O)N1C(C)CCCC1C)c1c(N)n(CCCC)c(=O)[nH]c1=O (centres undefined)	117	5	13	7.0	0.7	-1	-2.1	-0.9	5	-3	-1
CC1(C)NC(=O)N(CC(=O)OCC(=O)Nc2cccc(F)c2)C1=O	90	-10	5	1.7	0.9	-1	0.5	-2.2	12	-1	-4
COc1ccccc1NC(=S)N(CCc1ccc(OC)c(OC)c1)Cc1ccccn1	105	18	3	-0.6	-0.4	6	-1.0	1.1	-6	0	0
COc1ccc(C(=O)C[n+]2ccc3c(c2)nc(-c2ccccc2)n3C)cc1	93	13	4	-0.8	0.3	14	-0.5	-0.5	3	-7	13
Cc1cccc(C)c1NC(=S)N/N=C/c1ccccc1C(=O)O	100	-19	12	1.3	1.9	4	-0.1	-1.4	8	-6	-3
O=C(CSc1ccccn1)N1CCN(S(=O)(=O)c2ccc(Cl)cc2)CC1	96	11	-6	-1.2	1.5	20	-1.3	-1.3	7	-5	6
O=C(N/N=C/c1cccnc1)c1ccc(Cn2cc([N+](=O)[O-])cn2)o1	100	126	6	1.7	2.0	13	-2.4	3.6	-25	3	-4
CC1CCCCC1NC(=O)Cc1ccc(S(=O)(=O)N2CCOCC2)s1 (centres undefined)	101	8	9	4.4	0.4	-17	-1.7	0.3	-2	-17	-4
COc1ccccc1OCCNC(=O)C1CC(=O)N(c2ccccc2OC)C1 (centres undefined)	93	14	20	2.3	0.1	9	-0.7	1.0	-4	6	-4
O=C1C2Sc3[nH]c(=O)sc3C(c3ccccc3)C2C(=O)N1c1ccc(Cl)cc1 (centres undefined)	97	nt	-68	-0.2	4.4	0	1.4	-2.6	13	-6	-3
CCCn1c(SCC(=O)Nc2ccc3c(c2)OCCO3)nnc1-c1ccco1	100	-5	-1	2.7	2.8	0	2.6	-1.7	10	6	4
O=C1CCC/C=C/C[C@@H](CC(=O)N(CCO)Cc2ccccc2)C(=O)NC[C@H](c2ccccc2)O1	103	1	16	2.0	3.5	18	1.2	-1.6	8	-5	10
O=[N+]([O-])c1cccc(NC(=S)NCCc2ccccc2)c1	84	2	-5	-0.7	0.5	15	-2.5	4.0	-20	5	1
Cc1cccc(-n2c(=O)c3ccccc3n3c(=S)[nH]nc23)c1C	99	10	11	4.4	1.8	-180	1.4	0.6	-4	-4	-2
COc1ccc(C2(CNC(=O)c3cccs3)CCOCC2)cc1	115	-5	9	1.7	0.9	nt	1.9	1.3	-7	-14	37
O=C(c1ccc2c(c1)OCO2)N1CCC2(CC1)Oc1ccc(F)cc1C(=O)C21CC(c2cccnc2)=NO1 (centres undefined)	100	-16	2	2.1	1.8	17	1.4	-0.1	1	1	3
Cc1c(N)c(C(C)(C)C)cc(C(C)(C)C)c1[N+](=O)[O-]	107	10	3	2.2	4.1	15	3.6	4.1	-24	-7	2
COC(=O)CCC(=O)Nc1cccc(C(=O)Nc2cccc(Cl)c2)c1	102	-15	20	1.1	0.9	16	-2.1	-3.7	20	-4	-1
O=C(NCC1CCCO1)c1cccc(NC(=O)c2ccc(Br)cc2)c1 (centres undefined)	114	-12	-5	5.7	1.8	-2	3.2	0.1	0	-9	0
NC(=O)C1(NC(=O)[C@@H]2CC3(CC(c4cccc(NC(=O)[C@@H]5CCC(=O)N5)c4)=NO3)CN2C(=O)Cc2ccc(Cl)cc2)CC1 (some centres undefined)	106	160	-1	0.9	2.8	-1	-1.6	-1.4	8	-1	8
C/[N+]([O-])=C/c1c(OCc2ccccc2)ccc2ccccc12	102	5	1	-1.1	-1.4	-7	-1.9	-1.8	8	0	4
O=C(CN1CCN(c2ccccn2)CC1)NCc1cccs1	100	-2	17	-0.7	1.4	-9	-0.3	-2.2	13	9	5
COc1cc2c(cc1OC)CN(CC(=O)NC(=O)NC(C)(C)C)CC2	110	-15	16	1.1	0.0	nt	0.0	-3.1	15	0	3
CCCc1cc(=O)n2nc(N3CCC(C(=O)N4CCN(c5cccc(OC)c5)CC4)CC3)sc2n1	111	16	-5	3.4	2.8	23	2.0	-1.5	8	-8	-2
Cc1ccc(-c2ccc(CCC(=O)O)n2NC(=O)c2ccc([N+](=O)[O-])cc2)cc1	102	1	-21	-1.4	3.4	13	-1.8	-1.3	6	4	2
Cc1ccc(C)c(N(C(=O)c2csnn2)C(C(=O)NC2CCCC2)c2ccncc2)c1 (centres undefined)	107	-22	15	-1.8	-1.2	19	-0.1	-1.3	8	17	-1
O=C(NCC1CCCCC1)C1(CC2CC(c3cccc(Br)c3)=NO2)CCNCC1 (centres undefined)	100	3	22	-2.7	4.8	11	-2.6	0.3	-2	0	-11
Cc1cc(N2CCCC(C(=O)Nc3cccc4ccccc34)C2)n2ncnc2n1 (centres undefined)	96	-9	-13	6.6	4.1	-7	1.1	-2.5	12	-4	6
Clc1ccc(OCCn2ccnc2)c2ccccc12	99	26	4	2.7	1.6	nt	-0.4	-0.2	1	-3	-1
O=C(Nc1ccc(S(=O)(=O)N2CCOCC2)cc1)c1cccs1	103	-10	-2	0.7	0.0	15	-1.9	-1.5	9	-1	-7
COc1ccc(C[C@H]2CN3C(=NC[C@@H]3C)N2CCNC(=O)CCC2CCCCC2)cc1	111	-7	-1	3.1	2.6	-11	0.7	3.9	-23	-4	4
CCOC(=O)c1cccc(NC(=S)NC(=O)c2cccnc2)c1	112	-13	-12	0.8	-2.2	-7	0.4	-3.3	17	2	-2
CCOc1ccc(/C=C2\SC(=S)N(CC(=O)N(CCO)C(C)(C)C)C2=O)cc1	97	-10	5	1.7	4.6	-74	0.6	2.0	-10	4	-8
O=C1CC(c2cccc(O)c2)Oc2ccccc21 (centres undefined)	91	12	-10	2.1	2.5	17	-1.2	-7.3	29	-2	2
Cc1ccc(C)c(NC(=O)CCN2CCN(CCO)CC2)c1	114	11	6	1.2	2.8	-20	2.7	0.2	-1	-11	1
Cn1cc(C(=O)NCc2ccc(F)cc2)cn1	nt	-1	-21	-0.8	0.6	14	-0.2	1.2	-6	6	8
Cc1ccc(SCc2ccc(C(=O)Nc3cccnc3)cc2)cc1	nt	-15	1	5.2	1.8	-2	1.0	0.0	0	-4	3
Cc1csc(=O)n1CCC(=O)OCc1nnc(-c2ccc([N+](=O)[O-])cc2)o1	96	-1	26	-0.1	0.0	-13	-1.6	0.3	-1	-5	4
Cc1cc(C)cc(NC(=O)Cn2nnc(C(=O)NCc3ccco3)c2N)c1	91	-10	12	3.7	2.3	-7	-0.3	-1.7	9	3	0
COc1cc(C(=O)NCCNC(=O)c2ccco2)cc(OC)c1OC	107	nt	12	nt	0.8	4	nt	-0.3	2	0	-9
Cc1cc(NC(=O)C(C)SCC(=O)OCc2c(Cl)cccc2Cl)no1 (centres undefined)	107	-15	-4	-0.7	0.9	-18	-2.6	-2.8	9	-1	-3
COc1ccc(N2CCN(C(=O)COC(=O)c3ccc(C)o3)CC2)cc1	102	19	12	3.1	-0.8	nt	-0.4	-0.7	4	1	-7
C/C(=N\N=C(N)N)c1ccc(Cl)cc1Cl	101	-1	1	3.3	4.8	8	0.5	1.9	-10	-3	9
CCN(CC)C(=O)CSc1nnc(-c2ccccc2)c(-c2ccccc2)n1	103	-9	4	0.2	-0.2	-8	-0.5	-5.8	31	4	-3
CCN(CC)c1ccc(NC(=O)c2cccnc2)c(C)c1	113	-19	-9	-0.5	3.3	20	1.8	-1.8	9	-18	8
NC1=NC[C@H](Cc2ccc(O)cc2)N1CC1CCCCC1	108	6	7	-0.3	2.6	-14	-1.9	-0.4	2	-2	-3

# Screening data: PubChem, several laboratories
